Luciferase inh: blocks purified firefly luciferase enzyme activity. P08659. AID 1347043. purified P. pyralis luciferase, luminescence, biochemical. 76,000 tested, 2.5% active. Potency, µM (highest dose often 115 µM), without a hit: at the top dose activity change, negative = inhibition, usual class: inhibitors; note: potency is the fitted concentration of half-maximal effect; nearly all actives have a fitted effect of over 65% in size
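Purified P. pyralis luciferase (10nM final) in 50mM Tris acetate pH 7.5, 10mM Mg acetate, 0.01% Tween-20, 0.05% BSA with 10uM D-luciferin and 10uM ATP. Compounds titrated qHTS. Luminescence imaged on CCD.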
GPT2 inh: GPT2 alanine aminotransferase inhibition. 100,000 tested, 0.25% active. AID 1671188. Potency, µM (titrated, usually from 57.7 µM), inactives show at the top dose activity change, negative = inhibition, most hits filed as inhibitors. Recombinant GPT2, coupled pyruvate oxidase/HRP Amplex Red fluorescence. Q8TD30; note: potency is the fitted concentration of half-maximal effect; nearly all actives have a fitted effect of over 60% in size; many of its hits are not listed in these tables
Target sequence (Q8TD30 whole entry, looked up): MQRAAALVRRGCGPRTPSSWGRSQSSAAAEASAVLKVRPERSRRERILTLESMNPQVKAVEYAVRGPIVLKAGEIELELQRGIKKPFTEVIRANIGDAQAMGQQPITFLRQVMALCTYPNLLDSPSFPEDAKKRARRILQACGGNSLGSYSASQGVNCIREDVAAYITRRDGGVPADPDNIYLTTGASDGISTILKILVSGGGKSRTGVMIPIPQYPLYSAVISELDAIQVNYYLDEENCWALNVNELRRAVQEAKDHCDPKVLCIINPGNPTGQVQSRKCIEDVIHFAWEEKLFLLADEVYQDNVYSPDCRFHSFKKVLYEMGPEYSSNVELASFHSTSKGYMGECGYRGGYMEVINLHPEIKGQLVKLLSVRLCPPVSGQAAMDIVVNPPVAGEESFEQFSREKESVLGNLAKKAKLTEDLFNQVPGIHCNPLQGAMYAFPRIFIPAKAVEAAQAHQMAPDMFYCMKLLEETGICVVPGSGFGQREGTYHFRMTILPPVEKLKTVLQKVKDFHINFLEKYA
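Fluorescence of coupled pyruvate oxidase/HRP/Amplex Red system (50uM Amplex, 30 min, dark) reports pyruvate formed by GPT2. Enzyme reaction: 10ng/uL GPT2, 2mM L-alanine, 250uM a-KG, 30 min room temperature, pH 7.5; 50uM AOA control.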
IP6K1 inh: IP6K1 kinase inhibition; Q92551; IP6K1 kinase, ADP-Glo luminescence, 2 h; stronger effect = lower value; activity change, % (series mostly up to about 58 µM); 140,000 tested, 0.81% active; in the data active = activity change below about -25%
Target sequence (Q92551 whole entry, looked up): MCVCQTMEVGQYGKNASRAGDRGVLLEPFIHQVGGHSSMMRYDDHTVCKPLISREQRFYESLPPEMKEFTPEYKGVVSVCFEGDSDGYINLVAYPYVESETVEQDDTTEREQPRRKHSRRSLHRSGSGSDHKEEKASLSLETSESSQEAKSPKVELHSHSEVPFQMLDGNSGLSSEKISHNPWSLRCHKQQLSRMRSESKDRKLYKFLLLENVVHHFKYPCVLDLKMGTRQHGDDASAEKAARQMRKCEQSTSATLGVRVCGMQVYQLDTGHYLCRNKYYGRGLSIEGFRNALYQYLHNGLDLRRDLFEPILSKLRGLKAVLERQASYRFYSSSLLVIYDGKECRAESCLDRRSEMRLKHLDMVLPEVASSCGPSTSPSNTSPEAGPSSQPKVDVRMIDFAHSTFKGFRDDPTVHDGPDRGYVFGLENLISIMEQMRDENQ
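ADP-Glo luminescence measures ADP made by human IP6K1 during a 2 h RT reaction with ATP/IP6 (mix at 1.3 mM/130 uM); top library doses 57.5 and 19.1 uM final.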
NIH3T3 tox: NIH 3T3 cell cytotoxicity; Potency, µM (titrated, usually from 96.7 µM), inactives show top-dose activity change, negative = cytotoxicity, usual class: inhibitors; AID 1345082; 94,000 tested, 4.3% active; NIH 3T3 viability, CellTiter-Glo ATP luminescence, 48-72 h; note: potency is the fitted concentration of half-maximal effect; nearly all actives have a fitted effect of over 55% in size
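NIH 3T3 cells at 400 cells/well received 23 nL of compound by pintool and were incubated 48 or 72 h at 37 °C. Viability was read as ATP-coupled CellTiter-Glo luminescence.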
HEK cytotox: HEK 293 cell cytotoxicity. HEK 293 viability, ATP luminescence (CellTiter-Glo), 48-72 h. Potency, µM (titrated, usually from 115 µM), inactives show at the highest dose activity change, negative = cytotoxicity, most hits filed as inhibitors. 94,000 tested, 6.6% active. AID 1345083; note: potency is the fitted concentration of half-maximal effect; nearly all actives have a fitted effect of over 60% in size
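ATP-coupled CellTiter-Glo luminescence served as viability read-out, recorded 10 min after reagent addition at room temperature. HEK 293 cells, 250 cells/well, had been incubated with pintool-transferred compound for 48 or 72 hr at 37 degree Celsius.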
HEK293 viab: counter-screen for SNCA expression inhibitors: cell viability; HEK-293-SNCA-luc viability, GF-AFC fluorescence, 24 h; Potency, µM (series often up to 57.1 µM), for the others: top-dose activity change, negative = cytotoxicity, usual class: cytotoxic; 150,000 tested, 0.12% active;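 note: potency is the fitted concentration of half-maximal effect; 0% = DMSO-treated cells and -100% = medium-only wells without cells; nearly all actives have a fitted effect of over 30% in size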
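Cytotoxicity counterscreen: after 24 h compound treatment of genome-edited SNCA-luciferase HEK-293 cells, live-cell protease substrate GF-AFC read by fluorescence after 30 min; activity scaled between DMSO (0%) and medium-only (-100%), curves Hill-fitted.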
SNCA expr inhib: inhibitors of alpha-synuclein (SNCA) gene expression; Potency, µM (doses to about 57.2 µM), for the others: at the top dose activity change, negative = inhibition, usual class: inhibitors; 140,000 tested, 0.17% active; HEK-293 SNCA-luciferase knock-in, luminescence, 24 h; AID 1671194;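 note: potency is the fitted concentration of half-maximal effect; plate controls were DMSO cells for no effect and cell-free wells for full effect; nearly all actives have a fitted effect of over 45% in size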
Starred values were filed as active, the others as inactive; i = inactive; ? = inconclusive; . = not tested or not shown; [ ] = dose if it differs, or a comment. Unless noted, calls come from the whole dose curve; as a rule, active = well fitted curve in the direction sought with a large enough effect; inconclusive = small, poorly fitted or top-dose-only effect, or another doubt; inactive = no such curve, though single readings can be large; an effect the other way counts as inactive or inconclusive. Unless noted, % is set by controls: 0 for no effect and ±100 for the full control effect. An excerpt; count on the stated rates, not on these rows.

SMILES | NIH3T3 tox | HEK cytotox | IP6K1 inh | SNCA expr inhib | GPT2 inh | Luciferase inh | HEK293 viab
CCc1noc(-c2cn(C3CCN(C(=O)C(C)Oc4cccc(Cl)c4)CC3)nn2)n1 (stereo not given) | ? | -35% | 12 | -14% | i | -2% | -6%
CCC(C)(C)C(=O)NCCc1noc(C2CC2)n1 | i | 9% | 3 | -3% | -3% | 9% | -6%
Cc1ccc2c(Sc3ccc(Cl)cc3)c(C(=O)NCCC(C)C)[nH]c2c1 | . | . | -5 | 5% | . | . | 8%
Nc1c(C(=O)NCCc2ccccc2)nnn1CC(=O)Nc1ccc(Cl)cc1 | . | . | 2 | -2% | . | . | 1%
Cc1cc(C)cc(NS(=O)(=O)c2ccc3[nH]cc(C(=O)NC4CCCCC4)c(=O)c3c2)c1 | . | . | 12 | ? | . | . | -26%
COc1cccc(-c2cccc(CN3CCCC3C(=O)NCC(C)C)c2)c1 (stereo not given) | ? | ? | -4 | -20% | i | . | -9%
CCc1ccc(CNC(=O)c2cccc(-n3c(C)nc4cccnc43)c2)cc1 | . | . | 17 | -1% | . | . | -9%
O=C(O)COc1ccc(-c2nccc3c2C(=O)N(Cc2cccc(C(F)(F)F)c2)CC(COc2ccc4cnccc4c2)O3)cc1 (stereo not given) | ? | i | 5 | 2% | -8% | -7% | -4%
COc1cccc(-c2ccc3c(N)c(C(=O)NCc4ccc(Cl)cc4)sc3n2)c1 | . | . | 13 | -18% | . | . | ?
COCCCNC(=O)CCCn1c(SCC(=O)c2ccc(Br)cc2)nc2c(sc3ccccc32)c1=O | . | . | 11 | 22% | . | . | 8%
CCn1c(C(=O)OC)c(NC(C)=O)c2cc(NC(C)Cc3ccccc3OC)cnc21 (stereo not given) | -3% | -5% | 19 | -28% | -7% | 6% | 9%
CNC(=O)c1cc2cc(-c3c(C)noc3C)nc(-c3ccc(F)cc3OC)c2o1 | ? | -19%[172 µM] | -3 | 23%[87.6 µM] | i | 1%[172 µM] | -4%[87.6 µM]
C=CCNC(=O)CCc1c(C)nn(-c2ccccc2)c1Oc1ccccc1 | ? | ? | 1 | -9% | i | -3% | 6%
Cc1ccccc1NC(=O)CSc1nc2nccnc2c(=O)n1CCc1c[nH]c2ccccc12 | . | . | -2 | -22% | . | . | -6%
COCCN1CCC2(CCC1=O)CCN(C(=O)Nc1cc(C)ccc1OC)CC2 | -34% | 2% | 23 | 1% | -2% | . | -1%
Cc1ccc(CN2CCc3nc(C(=O)Nc4nc(C)cs4)oc3CC2)cc1 | ? | 71µM* | 0 | ? | -24%[88.5 µM] | -26%[172 µM] | -23%[87.6 µM]
O=C(O)c1ccc(N2C(=O)/C(=C/c3ccc(-c4ccc([N+](=O)[O-])cc4)o3)C=C2c2ccccc2)cc1 | . | . | -23 | . | 2% | . | ?
CCOC(=O)c1ccc(NC(=O)CC2C(=O)N(c3cccc(OC)c3)C(=O)N2Cc2ccc(OC)cc2)cc1 (stereo not given) | . | . | -20 | -19% | . | . | -2%
COC[C@@H]1CN(c2ncccn2)C[C@H]1C(=O)O | 2% | i | 1 | -3% | 3% | -14% | 5%
Cc1c(C(=O)N2CCCCCC2)c(S(=O)(=O)NCc2ccccc2)c(C)n1C | . | . | -6 | -23% | . | . | -8%
COc1cc(CN2CCC3(CCCO3)CCC2=O)cc(OC)c1 (stereo not given) | -1% | -1% | -9 | -30% | i[11.5 µM] | 7% | -3%
CCOc1ccccc1CNCc1c(C(=O)O)c(C)n(Cc2ccc(Cl)cc2)c1C | . | . | 10 | -16% | . | . | 4%
COc1ccc(S(=O)(=O)N(CC(=O)NCc2ccccc2OC)c2ccc(C)cc2)cc1 | . | . | 2 | -4% | . | . | ?
Cc1cc(C)cc(NC(=O)CSc2nccn2-c2ccccc2)c1 | . | . | 21 | -6% | . | . | 7%
CCOC(=O)[C@@H]1CN(C(=O)C(CC)CC)[C@H]2c3ccc(OC)cc3O[C@@H]12 | ? | ? | 9 | . | . | . | .
O=C(O)CSc1c2c(nc3cc(C(=O)Nc4ccc(F)c(Cl)c4)ccc13)CCC2 | . | . | -11 | -4% | . | . | 9%
Cc1ccc(CN2C(=O)[C@@H]3C[C@@H](O)CN3C3(CN(Cc4cccs4)C3)C2=O)o1 | 1%[174 µM] | 5%[172 µM] | -14 | 4%[87.6 µM] | 1%[88.5 µM] | -6%[172 µM] | 4%[87.6 µM]
COc1cccc(CCc2nc(-c3nnn4c3COC(c3ccc(C)cc3)C4)no2)c1 (stereo not given) | -7% | -9% | -8 | 2% | i | -7% | 6%
O=C(N[C@H]1CCN2C(=O)c3cc(-c4ccc(F)cc4F)ccc3NC(=O)[C@H]12)c1cccs1 | ? | ? | -4 | -14% | -11% | -10% | -28%
Cc1ccccc1CNC(=O)C1CCCN(Cc2ccncc2)CCC(=O)NCC1 (stereo not given) | -9% | -17% | -5 | -1% | -3% | 1% | 1%
Cc1ccc(CSC2=Nc3ccccc3C3=NC(CCC(=O)NCc4cccs4)C(=O)N23)cc1 (stereo not given) | . | . | -12 | 128%[activator] | . | . | 12%
CC(=O)OC1CC(C)(C(=O)O)CC2C3=CC(=O)C4C5(C)CCC(OC6OC(C(=O)O)C(O)C(O)C6OC6OC(C(=O)O)C(O)C(O)C6O)C(C)(C)C5CCC4(C)C3(C)CCC12C (stereo not given) | . | . | -5 | . | i | . | 3%[12.5 µM]
COCCn1c(C)cnc1CC1CCCN(S(=O)(=O)c2cccc(F)c2)C1 (stereo not given) | -18% | ? | 7 | 13% | 4% | -2% | -4%
COc1ccc(N2CCN(C(CNS(=O)(=O)c3c(C)cc(C)cc3C)c3ccco3)CC2)cc1 (stereo not given) | . | . | 7 | -18% | . | . | -2%
Cn1cc(-c2cc3n(n2)CCC(=O)N3CCCC(=O)Nc2ccccc2Cl)c2ccccc21 | . | . | 11 | -10% | . | . | 2%
O=C(CC[C@H]1NC(=O)c2ccccc2NC1=O)NCCn1c(=O)c(=O)[nH]c2ccccc21 | i | 15% | -1 | -5% | i | 0% | 0%
Cc1ccc(C(=O)N2CCC3(CC2)NC(=O)N(c2ccc(F)cc2)N3)c(C)c1 | ? | ? | 11 | -13% | ? | 20% | -4%
O=C(NCCc1ccccn1)C1CCN(C(=O)c2ccc(-c3cccs3)cc2)CC1 | -25% | -29% | -13 | . | . | . | .
COc1ccc(OC)c(NC(=O)Cn2ccc3ccccc3c2=O)c1 | . | . | 14 | -5% | . | . | 1%
Cc1nc(-c2ccc(OC3CCN(C(=O)Nc4ccccc4)C3)cc2)no1 (stereo not given) | ? | ? | -1 | -7% | 2% | 0% | -5%
Cc1noc(-c2ccc(OC(F)(F)F)cc2)c1C(=O)NCc1ccc2c(c1)OCO2 | -25% | ? | -1 | 8% | 0% | -2% | 4%
Cc1ccc(-c2ccc3nnc(CNC(=O)COc4ccc(F)cc4)n3n2)cc1C | -15% | -10% | -12 | 8% | i | 4% | -10%
CC1CC(OC(=O)c2ccccc2O)CC(C)(C)C1 (stereo not given) | . | . | -6 | -8%[25.6 µM] | i | . | -13%[23.9 µM]
COCC1CN(C)CC12CCN(S(=O)(=O)c1ccc(F)c(Cl)c1)CC2 (stereo not given) | ? | ? | 24 | -25% | i | 1% | -1%
COCCNc1c(-c2noc(C)c2C(=O)Nc2ccc(OC)nc2)cnn1C | ? | ? | -6 | -26%[87.6 µM] | -10%[88.5 µM] | -1%[172 µM] | ?
O=C(NCC(F)(F)F)C1CCN(c2nc3ncccc3o2)CC1 | -26%[138 µM] | -15%[172 µM] | 16 | -7%[87.6 µM] | i | . | -6%[87.6 µM]
Cc1cc(NC(=O)c2cccs2)cc(-c2nc3cc(Cl)ccc3o2)c1O | . | . | 3 | -11% | . | . | 1%
Cc1nn(-c2ccccc2)c2c1C(C)N(C1CCN(C(=O)c3ccc(Cl)cc3)C1)C2=O (stereo not given) | ? | ? | 1 | . | . | . | .
COc1ccc(Cn2c(=O)n(Cc3ccco3)c(=O)c3oc4ccccc4c32)cc1 | . | . | 41 | ? | . | . | -5%
CC(C)CCN1CCCCC12Cc1ccccc1CNC2=O (stereo not given) | 4% | -8% | -5 | 13% | -13% | . | -4%

Nothing new here: an excerpt of the list.
SMILES | NIH3T3 tox | HEK cytotox | IP6K1 inh | SNCA expr inhib | GPT2 inh | Luciferase inh | HEK293 viab
COc1ccc(OC)c(NC(=O)Cn2ccc3ccccc3c2=O)c1 | . | . | 14 | -5% | . | . | 1%
Cc1nc(-c2ccc(OC3CCN(C(=O)Nc4ccccc4)C3)cc2)no1 (stereo not given) | ? | ? | -1 | -7% | 2% | 0% | -5%
Cc1noc(-c2ccc(OC(F)(F)F)cc2)c1C(=O)NCc1ccc2c(c1)OCO2 | -25% | ? | -1 | 8% | 0% | -2% | 4%
Cc1ccc(-c2ccc3nnc(CNC(=O)COc4ccc(F)cc4)n3n2)cc1C | -15% | -10% | -12 | 8% | i | 4% | -10%
CC1CC(OC(=O)c2ccccc2O)CC(C)(C)C1 (stereo not given) | . | . | -6 | -8%[25.6 µM] | i | . | -13%[23.9 µM]
COCC1CN(C)CC12CCN(S(=O)(=O)c1ccc(F)c(Cl)c1)CC2 (stereo not given) | ? | ? | 24 | -25% | i | 1% | -1%

Next section
SMILES | NIH3T3 tox | HEK cytotox | IP6K1 inh | SNCA expr inhib | GPT2 inh | Luciferase inh | HEK293 viab
Cc1ccc(NC(=O)c2cc3nc(-c4ccc5c(c4)OCO5)cc(C(F)(F)F)n3n2)cc1Cl | . | . | 17 | 77%[activator] | . | . | 9%
CCN(c1ccccc1)S(=O)(=O)c1ccc(NC(=O)c2cc(=O)c3ccc(C)c(C)c3o2)cc1 | . | . | 8 | -11% | . | . | 13%
COC(=O)C(C)Sc1nc2c(cnn2-c2ccc(F)cc2)c(=O)[nH]1 (stereo not given) | . | . | 7 | 58%[activator] | . | . | 10%
CN1CC(=O)N(C2CCCNCC2)Cc2c(NCCCO)ncnc21 (stereo not given) | i | i | 7 | -7% | i | . | 2%
O=C(c1ccccc1)N1CCC2(CC1)CCN(CCc1ccccc1)c1ccccc1O2 | ? | 40µM* | -7 | -12% | i | -8% | -2%
COCc1noc([C@@H]2CN(Cc3cccc(Cl)c3F)C[C@H]2C(N)=O)n1 | -8% | ? | 32 | 19% | -18% | 5% | -1%
CCc1ccccc1Nc1nn2c(=O)c3ccc(C(=O)NCCC4=CCCCC4)cc3nc2s1 | . | . | 15 | 7% | . | . | -17%
O=C(Nc1ccccc1F)c1ccc2c(c1)n(Cc1ccccc1)c(=O)c1ccnn12 | ? | ? | 12 | -22% | i | 2% | 1%
CCCC1(CO)CCCN(Cc2nc(C)no2)C1 (stereo not given) | -24% | i | 26 | 11% | ? | -12% | -6%

Compound activity as filed in PubChem BioAssay.
